High-throughput results (PubChem BioAssay)
TMEM16A act = TMEM16A chloride channel activators or potentiators, primary screen, cell-based, HTS. Anoctamin-1 (Mus musculus), Q8BHY3. HEK293 TMEM16A/YFP-H148Q/I152L, iodide quench fluorescence; active compounds read low. B-score at 10 µM. actives 0.3% (n = 340,000). AID 623877, 2012;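 active = fluorescence-ratio B-score plate-corrected deviation score at least 3 library SD below zero, with starting fluorescence score within 5 deviations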;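 also: channel opened by trigger with iodide after compound preincubation; score built on the fluorescence ratio of max minus min over baseline; more negative score means more quench and so TMEM16A activation or potentiation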
Target sequence (Q8BHY3 whole entry, looked up): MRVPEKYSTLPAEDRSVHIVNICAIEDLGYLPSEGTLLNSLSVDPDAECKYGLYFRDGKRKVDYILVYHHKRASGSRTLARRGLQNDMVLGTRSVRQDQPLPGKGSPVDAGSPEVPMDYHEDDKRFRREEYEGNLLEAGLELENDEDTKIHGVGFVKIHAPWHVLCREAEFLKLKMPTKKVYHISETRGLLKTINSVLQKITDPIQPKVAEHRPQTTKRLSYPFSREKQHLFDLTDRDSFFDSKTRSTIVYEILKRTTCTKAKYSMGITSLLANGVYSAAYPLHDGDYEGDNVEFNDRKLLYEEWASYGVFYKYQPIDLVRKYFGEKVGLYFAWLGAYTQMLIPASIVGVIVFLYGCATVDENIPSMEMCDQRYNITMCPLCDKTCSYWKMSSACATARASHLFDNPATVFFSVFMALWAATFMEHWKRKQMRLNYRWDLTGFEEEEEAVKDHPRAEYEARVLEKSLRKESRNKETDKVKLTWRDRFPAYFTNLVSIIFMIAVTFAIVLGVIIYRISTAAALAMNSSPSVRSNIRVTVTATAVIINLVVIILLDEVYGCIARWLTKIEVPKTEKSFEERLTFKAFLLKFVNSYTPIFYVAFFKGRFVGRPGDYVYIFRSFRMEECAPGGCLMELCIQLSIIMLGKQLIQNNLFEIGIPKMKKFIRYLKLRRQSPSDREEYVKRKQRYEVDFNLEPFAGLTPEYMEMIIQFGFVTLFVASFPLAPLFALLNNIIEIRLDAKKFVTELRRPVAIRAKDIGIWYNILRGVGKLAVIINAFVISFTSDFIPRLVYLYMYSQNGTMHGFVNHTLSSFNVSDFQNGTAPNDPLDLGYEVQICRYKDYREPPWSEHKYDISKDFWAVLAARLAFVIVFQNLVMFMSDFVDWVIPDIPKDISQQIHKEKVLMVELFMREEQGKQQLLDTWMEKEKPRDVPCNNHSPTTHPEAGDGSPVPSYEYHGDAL
HDAC3 inhib = HDAC3 deacetylase inhibitors, primary screen, biochemical, fluorescence, cell-free homogeneous | inhibition, % at 8.3 µM | recombinant HDAC3, fluorogenic peptide/trypsin coupled | actives 0.15% (n = 320,000); in the data active = inhibition above about 26%, passing the limit was not always enough; inconclusive = no clear call, values can overlap the other calls
KCNK3 inh = human KCNK3 channel inhibitors, primary screen, CHO cells, FluxOR thallium flux, B-score; B-score at 10 µM; FluxOR fluorescence; active compounds read low; actives 0.84% (n = 340,000);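 active = B-score under library mean minus 4 SD, starting fluorescence ratio at most library mean plus 5 SD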;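 also: more negative B-score means stronger inhibition of thallium flux through KCNK3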
Starred values were filed as active, the others as inactive; i = inactive; ? = inconclusive.

TMEM16A act	HDAC3 inhib	compound	KCNK3 inh
i	3	COc1ccccc1NS(=O)(=O)c1cc(C(=O)N2CCCCCC2)ccc1C	i
i	-29	CCN(C(=O)COC(=O)c1nccnc1N)c1cccc2ccccc12	i
i	-1	C[C@H]1CN([C@@H](C)CO)C(=O)c2cccc(NC(=O)C3CC3)c2O[C@H]1CN(C)S(=O)(=O)c1ccccc1	i
i	8	O=C(COC(=O)CN1C(=O)c2ccccc2C1=O)Nc1cccc(F)c1	i
i	1	CS(=O)(=O)c1ccc(NC(=O)C2CCCN(C(=O)c3ccc(Cl)cc3)C2)cc1 (stereo not drawn)	i
i	3	CC(C)NC(=O)Nc1cccc2c1O[C@H](CN(C)C(=O)Nc1ccc(C(F)(F)F)cc1)[C@@H](C)CN([C@H](C)CO)C2=O	i
i	6	COc1ccc(Cl)cc1NC(=O)CN(C)CC(=O)NCc1cccs1	i
i	4	O=C(Nc1ccccc1Cl)c1ccc2c(=O)n3c(nc2c1)CCC3	i
i	-3	N#Cc1cnn(-c2ccccc2)c1NC(=O)c1ccccc1F	i
i	4	COc1cc(NC(=O)CN2C(=O)C(=O)N(C3CCCC3)C2=O)cc(OC)c1	i
i	4	COc1cc(C)ccc1OCC(=O)OCC(=O)c1cc(C)n(CC2CCCO2)c1C (stereo not drawn)	i
i	0	COc1ccc(CCC(=O)OCC(=O)Nc2c(C)n(C)n(-c3ccccc3)c2=O)cc1	i
i	1	CCOC(=O)[C@H]1[C@H]2COc3ccc(Br)cc3[C@@H]2N2C(=O)N(c3ccccc3)C(=O)[C@@]12C	i
i	-6	O=C(Nc1ccccn1)c1cc(-c2ccc(Cl)s2)nc2ccccc12	i
i	6	O=C(COC(=O)CNC(=O)c1ccc(Cl)c([N+](=O)[O-])c1)NCC1CCCO1 (stereo not drawn)	i
i	3	CC1CCC(NC(=O)COC(=O)c2ccc3ncsc3c2)CC1 (stereo not drawn)	i
i	-1	O=C(COc1ccc(F)cc1)NNC(=O)Cn1ccc(C(F)(F)F)n1	i
i	0	CCN1CCN(c2ccc(S(=O)(=O)N3CCOCC3)cc2N)CC1	i
i	1	NC(=O)c1cccc(-c2noc(-c3ccccc3F)n2)c1	i
i	7	O=C(COC(=O)Cc1c(F)cccc1Cl)NCc1ccc2c(c1)OCO2	i

A second format for two compounds above.
N#Cc1cnn(-c2ccccc2)c1NC(=O)c1ccccc1F
  TMEM16A act = i	HDAC3 inhib = -3	KCNK3 inh = i
O=C(COC(=O)Cc1c(F)cccc1Cl)NCc1ccc2c(c1)OCO2
  TMEM16A act = i	HDAC3 inhib = 7	KCNK3 inh = i

Compounds listed so far that have sulfur:
TMEM16A act	HDAC3 inhib	compound	KCNK3 inh
i	3	COc1ccccc1NS(=O)(=O)c1cc(C(=O)N2CCCCCC2)ccc1C	i
i	-1	C[C@H]1CN([C@@H](C)CO)C(=O)c2cccc(NC(=O)C3CC3)c2O[C@H]1CN(C)S(=O)(=O)c1ccccc1	i
i	1	CS(=O)(=O)c1ccc(NC(=O)C2CCCN(C(=O)c3ccc(Cl)cc3)C2)cc1 (stereo not drawn)	i
i	6	COc1ccc(Cl)cc1NC(=O)CN(C)CC(=O)NCc1cccs1	i
i	-6	O=C(Nc1ccccn1)c1cc(-c2ccc(Cl)s2)nc2ccccc12	i
i	3	CC1CCC(NC(=O)COC(=O)c2ccc3ncsc3c2)CC1 (stereo not drawn)	i
i	0	CCN1CCN(c2ccc(S(=O)(=O)N3CCOCC3)cc2N)CC1	i

Additional compounds follow:
TMEM16A act	HDAC3 inhib	compound	KCNK3 inh
i	1	O=C(c1cc(S(=O)(=O)NCc2ccco2)ccc1Br)N1CCOCC1	i
i	9	Cc1ccc(C(=O)C(C)OC(=O)CNS(=O)(=O)c2ccc(C)cc2)cc1 (stereo not drawn)	i
i	3	Cc1cc(NC(=O)CSc2nnc(-c3ccco3)n2N)no1	i
i	-4	O=C(CSc1nccc(=O)[nH]1)NC1CCCCCCC1	i
i	0	Cn1nnnc1SCC(=O)Nc1ncc(C(F)(F)F)cc1Cl	i
i	-4	Cc1ccc(Cl)cc1NC(=O)COC(=O)c1ccc(CN2CCCC2=O)cc1	i
i	-4	Cc1cc(NC(=O)c2ccc(-c3ccccc3[N+](=O)[O-])o2)no1	i
i	-3	Cc1cccc(C(=O)NCCC(=O)NCc2ccccc2Cl)c1	i
i	4	CN(Cc1nc2ccccc2c(=O)[nH]1)C(=O)COc1ccccc1Cc1ccccc1	i
i	3	CN(C)S(=O)(=O)c1ccc(Cl)c(C(=O)NNC(=O)c2ccc3c(c2)OCO3)c1	i
i	8	O=C(Nc1ccc(S(=O)(=O)NC2=NCCCCC2)cc1)c1ccc(Cl)c([N+](=O)[O-])c1	i
i	-5	Cc1noc(C)c1S(=O)(=O)N(C)C[C@H]1Oc2c(NC(=O)Nc3ccccc3)cccc2C(=O)N([C@H](C)CO)C[C@@H]1C	i
i	-4	COc1cc2nc(CN3CCN(S(=O)(=O)c4c(F)cccc4F)CC3)[nH]c(=O)c2cc1OC	i
i	12	O=C(NCC(=O)N1CCN(c2ccc([N+](=O)[O-])cc2)CC1)c1ccco1	i
i	-16	COc1cc2oc(=O)ccc2cc1[C@@H](O)[C@@H]1OC(C)(C)OC1(C)C	i
i	1	COc1ccccc1CNC(=O)CN(C)CC(=O)Nc1ccc(F)c(F)c1F	i
i	-4	CCN1C(N(C)CCc2c[nH]c3ccccc23)=N[C@@H](c2cccc(C(F)(F)F)c2)C(C(=O)OC)=C1C	i
i	1	COc1ccc(NC(=O)N(C)C[C@H]2Oc3ccc(NC(=O)NC(C)C)cc3C(=O)N([C@H](C)CO)C[C@@H]2C)cc1	i
i	-5	COc1ccccc1CNS(=O)(=O)c1cc(C(=O)NCC2CCCO2)c(Cl)cc1Cl (stereo not drawn)	i
i	5	CN(CC(=O)Nc1ccc(Cl)cc1)C(=O)CNC(=O)c1cccs1	i
i	6	COc1ccc(CNC(=O)COC(=O)Cc2ccc(Br)cc2)cc1	i
i	-5	COc1ccc(NC(=O)Nc2ccc3c(c2)C(=O)N([C@H](C)CO)C[C@H](C)[C@@H](CN(C)C(=O)Nc2ccc(OC)cc2)O3)cc1	i
i	0	Cc1ccc(NS(=O)(=O)c2ccc(C(=O)NC3CCN(Cc4ccccc4)CC3)cc2)cc1	i
i	-10	C1=CC2C3C=CC(C3)C2C1 (stereo not drawn)	i
i	2	CC(C)OC(=O)c1ccc(NC(=O)c2cccc(-n3cnnn3)c2)cc1	i
i	2	Cc1ccc(C(=O)N2CC(C)OC(C)C2)cc1S(=O)(=O)N1CCCCC1 (stereo not drawn)	i
i	2	COc1ccccc1NS(=O)(=O)c1cc(NC(=O)c2cc(F)c(F)c(F)c2F)ccc1N1CCOCC1	i
i	-5	COCCNC(=O)CN1CCN(S(=O)(=O)c2ccc3c(c2)CCCC3)CC1	i
i	8	COc1ccc(C(=O)OCc2c(-c3cccc(OC)c3)ncc3ccccc23)cc1	i
i	-6	O=C(NNC(=O)c1ccccc1Cl)c1ccc(-n2cncn2)c([N+](=O)[O-])c1	i
i	7	COc1ccc(N2C(=O)CC(N3CCN(S(=O)(=O)c4c(C)cc(C)cc4C)CC3)C2=O)cc1 (stereo not drawn)	i
i	0	O=C(NCC1CCCCC1)c1cccc(S(=O)(=O)N2CCCC2)c1	i
i	-6	O=C(NCC1COc2ccccc2O1)C1CCN(S(=O)(=O)c2ccccc2)CC1 (stereo not drawn)	i
i	-2	Nc1ncnc2c1ncn2[C@@H]1O[C@H](CNCc2c(OCc3ccccc3F)ccc3ccccc23)[C@@H](O)[C@H]1O	i
i	13	O=[N+]([O-])c1cccc(-c2c(-c3ccccc3)ncc3ccc(F)cc23)c1	i
i	-2	O=C(CC1CCCC1)N1CCN(S(=O)(=O)c2ccc(F)cc2)CC1	i
i	?	CN(CC(=O)Nc1ccccc1Cl)C(=O)COC(=O)c1cccs1	i
i	1	CC(=O)Nc1ccc(S(=O)(=O)N(C)CC(=O)OCC(=O)Nc2cc(C)on2)cc1	i
i	9	CC(C)(C)OC(=O)N[C@H](C(=O)OC(C)(C)C)c1ccccc1	i
i	6	CCOc1ccc(OCCC(=O)NNC(=O)c2ccncc2)cc1	i
i	0	Nc1nc(N)nc(-c2cccc(Cl)c2)n1	i
i	-2	O=C(COC(=O)c1ccc([N+](=O)[O-])o1)NC12CC3CC(CC(C3)C1)C2	i
i	-3	Cc1ccc(S(=O)(=O)N2CCN(C(=O)COC(=O)/C=C/c3ccc([N+](=O)[O-])cc3)CC2)c(C)c1	i
i	3	O=C(COC(=O)CCC(=O)c1cccs1)Nc1cccc(F)c1	i
i	9	COc1ccc(CC(=O)NNC(=O)c2ccccc2)cc1OC	i
i	2	CCc1cccc(NC(=O)[C@@H]2CCCN2C2=NS(=O)(=O)c3ccccc32)c1	i
i	0	CC(Sc1nnc(-c2ccncc2)n1C)C(=O)Nc1ccc(N2CCOCC2)cc1 (stereo not drawn)	i
i	5	CCOc1ccc(NC(=O)COc2ccc(C(=O)NCC3CCCO3)cc2OC)cc1 (stereo not drawn)	i
i	-1	COc1cccc(-c2nnc(SCC(=O)NC3CCS(=O)(=O)C3)n2C)c1 (stereo not drawn)	i
i	4	CCN(c1ccccc1)S(=O)(=O)c1ccc(N2CCN(c3ccccc3O)CC2)nc1	i
i	5	CSCCC(NC(=O)c1ccc(Cl)cc1Cl)C(=O)NNC(=O)c1ccncc1 (stereo not drawn)	i
i	2	COCCN(Cc1nnc(-c2cccs2)o1)C(=O)CN1C(=O)NC2(CCCCC2)C1=O	i
i	-2	Cc1cc(NC(=O)CSc2nnc(-c3ccccc3F)n2C)no1	i
i	?	C=CC[C@@H](CC(=O)N[C@@H](CO)Cc1ccccc1)C(=O)N[C@H](COC(=O)[C@H](CC=C)CC(=O)OC(C)(C)C)Cc1c[nH]c2ccccc12	i
i	3	Cc1c(-c2nc3ccccc3[nH]2)cnn1C	i
i	-2	Cc1c(Cl)cnc(NC(=O)COC(=O)[C@@H](NC(=O)c2ccco2)C(C)C)c1Cl	i
i	-7	O=C1c2ccccc2C(=O)N1CCC#Cc1ccc2cc(C3(O)CCCCC3)oc(=O)c2c1	i
i	12	C=CC[C@H](CC(=O)NCCO)C(=O)N[C@@H](COC(=O)[C@@H](CC=C)Cc1ccc(F)cc1)Cc1ccccc1	i
i	-7	O=c1c2ccccc2oc2cc(-c3ccc(CN4CCOCC4)cc3)ccc12	i
i	-3	CN(CC(=O)Nc1c(Cl)cccc1Cl)C(=O)CC1OC(=O)c2ccccc21 (stereo not drawn)	i

(more compounds)
TMEM16A act	HDAC3 inhib	compound	KCNK3 inh
i	-17	c1cncc(CNc2ncnc3ccc(-c4cccnc4)cc23)c1	i
i	-2	N#CCC(=O)Nc1ccc(C(=O)OCC(=O)NC(=O)NCc2ccco2)cc1	i
i	-2	COc1ccc(C(=O)OCC(=O)c2cc(C)n(CC3CCCO3)c2C)cc1[N+](=O)[O-] (stereo not drawn)	i
i	6	O=c1c2ccccc2nc2sc(Nc3ccc(F)cc3)nn12	i
i	6	CC(=O)Nc1ccc(Oc2ccc(S(=O)(=O)N3CCCC3)cn2)cc1	i
i	-9	CCc1cccc(C)c1NC(=O)C1CC(=O)N(C2CCCC2)C1 (stereo not drawn)	i
i	?	CCCSc1ccc([C@@H]2[C@@H]3C(=O)N(CC)C(=O)[C@@H]3[C@]3(C(=O)OC)CCCCN23)cc1	i
i	4	O=C(CCc1ccccc1)NC1(Cc2ccccc2)CCN(CCCc2ccccc2)C1=O (stereo not drawn)	i
i	-1	COc1ccc(N2CCN(C(=O)COC(=O)c3cccc(OC)c3O)CC2)cc1	i
i	5	CCCOc1ccc(C2=CC(=O)C[C@H](c3ccc(OC)cc3)C2)cc1	i
i	4	CC1(C)NC(=O)N(CC(=O)N2CCN(S(=O)(=O)c3cc(Cl)ccc3Cl)CC2)C1=O	i
i	2	COc1ccc(CC(=O)OCC(=O)c2c[nH]c3ccccc23)cc1	i
i	0	CCCNC(=O)C(Cc1cccc(C#N)c1)NC(=O)c1ccc(C#N)cc1 (stereo not drawn)	i
i	-1	O=C(O)c1cc(S(=O)(=O)Nc2ccc3cn[nH]c3c2)ccc1Br	i
i	6	O=C(Oc1cccc([N+](=O)[O-])c1)c1ccc2c(=O)n3c(nc2c1)CCC3	i
i	-3	COC(=O)[C@@H](Cc1ccccc1)N(Cc1ccccc1)S(=O)(=O)N(Cc1ccccc1)[C@H](Cc1ccccc1)C(=O)OC	i
i	4	Cc1c(Cl)cnc(NC(=O)CSc2nnnn2C)c1Cl	i
i	4	CCOC(=O)c1cc(-c2ccccc2)nn1CC1CC(c2ccc(OC)cc2)=NO1 (stereo not drawn)	i

Some of the compounds tested. The share of hits here may be higher or lower than overall.
